# Assay outcomes deposited in PubChem BioAssay by several laboratories.
# bovine MsrA act: bovine MsrA enzyme activators, primary screen, biochemical, absorbance, HTS; Methionine sulfoxide reductase A (Bos taurus); purified bovine MsrA, absorbance read-out; activation, % at 10.6 µM; hit rate 0.3% among 360,000; in the data active means activation above about 7.5%;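 further: 0% = vehicle and 100% = reference activator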
# MsrA inhibitor: bovine MsrA enzyme inhibitors, primary screen, biochemical, absorbance, HTS; Methionine sulfoxide reductase A (Bos taurus); purified bovine MsrA, absorbance read-out; inhibition, % at 15.5 µM; hit rate 0.75% among 360,000; AID 651718, 2012; in the data active means inhibition above about 4.5%;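 further: 0% = vehicle wells with enzyme and 100% = reference inhibitor wells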
# LMPTP inh: LMPTP phosphatase inhibitors, primary screen, biochemical, fluorescence intensity, uHTS. Low molecular weight phosphotyrosine protein phosphatase (Homo sapiens), P24666. recombinant LMPTP-A, OMFP fluorogenic substrate. inhibition, % at 20 µM. hit rate 0.22% among 360,000. AID 651560, 2012;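 active means compounds that cut the enzyme signal by at least half of the control window in the single-dose screen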;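 further: plate controls were DMSO wells with enzyme plus substrate for no effect and substrate without enzyme for full effect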
# Target sequence (P24666 whole entry, looked up): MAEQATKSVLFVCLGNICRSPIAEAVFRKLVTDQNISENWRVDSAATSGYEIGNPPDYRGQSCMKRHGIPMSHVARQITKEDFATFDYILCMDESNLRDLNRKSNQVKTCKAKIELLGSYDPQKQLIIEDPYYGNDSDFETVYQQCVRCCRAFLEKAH
#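 Test system – LMPTP-A phosphatase enzyme · Quantity – 0.625 nM LMPTP-A final · Reagent – OMFP substrate, 400 µM final · Dosing – one test concentration per compound, 20 µM, with 3% DMSO overall · Timing – 50 min enzyme reaction at room temperature, protected from light · Detection – fluorescence intensity · Controls – substrate-only low control, DMSO enzyme-plus-substrate high control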
# DNMT1 inh: human DNMT1 methyltransferase inhibitors, primary screen, biochemical, molecular beacon, fluorescence, HinP1I cleavage, uHTS | inhibition (reported as % activation of signal), % at 10 µM | DNA (cytosine-5)-methyltransferase 1 (Homo sapiens), P26358 | hit rate 0.83% among 360,000; in the data active means inhibition above about 50%
# eLon inh: inhibitors of E. coli Lon protease, primary screen, biochemical, fluorescence polarization; P0A9M0; purified E. coli Lon protease; inhibition, % at 7.94 µM; hit rate 0.42% among 360,000; in the data active means inhibition above about 13%, passing the limit was not always enough;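 further: 0% = enzyme with probe and DMSO and 100% = no enzyme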
# Scp1 inh: Scp-1 phosphatase inhibitors, primary screen, biochemical, colorimetric, uHTS; Carboxy-terminal domain RNA polymerase II polypeptide A small phosphatase 1 (Homo …; Recombinant Scp1, phosphopeptide, malachite green phosphate absorbance; inhibition, % at 20 µM; hit rate 0.88% among 340,000; AID 493091, 2011;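 active means inhibition above about 50% at 20 µM, limit read from the data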;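 further: plate controls were DMSO wells with enzyme for no effect and wells lacking enzyme for full effect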
# Target sequence (Q9GZU7 76-261 limits assumed): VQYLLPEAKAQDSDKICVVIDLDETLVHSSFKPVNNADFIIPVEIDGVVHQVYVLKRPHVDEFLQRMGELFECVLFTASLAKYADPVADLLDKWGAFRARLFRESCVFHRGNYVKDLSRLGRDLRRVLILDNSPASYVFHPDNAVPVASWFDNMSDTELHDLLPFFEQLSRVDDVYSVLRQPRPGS
#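 Assay system: SCP-1 catalytic fragment, aa 76-261 | Buffer or medium: Tris acetate buffer pH 5.5 with MgCl2 and Tween-20 | Compound: One concentration, 20 µM, with 1.0% DMSO | Also added: Phospho 17-mer peptide substrate | Signal: Absorbance at 630 nm | Incubation: 45 min enzyme reaction at room temperature | Measure: % inhibition of SCP-1 phosphate liberation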
# TbMetRS inhib: T. brucei MetRS inhibitors, primary screen, biochemical, luminescence | inhibition, % at 11.9 µM | purified T. brucei MetRS, ATP depletion, Kinase-Glo luminescence | hit rate 0.4% among 360,000 | methionyl-tRNA synthetase (Trypanosoma brucei brucei);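 active means inhibition above a per-plate cutoff of the control wells' mean inhibition plus 3 SD, cut at about 5.5% in these data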;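 further: 0% = DMSO wells median and 100% = median of wells with control inhibitor compound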
#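 Material: T. brucei methionyl-tRNA synthetase, purified; reagent: substrates ATP, L-methionine and bulk Escherichia coli tRNA; dosing: 11.9 µM single point; timing: 15 min plus 2 h at 25 °C; detection: luminescence of leftover ATP; evaluation: % inhibition; control set: DMSO-only wells as low control; replicates: singlicate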
# NRP1-CendR mod: modulators of CendR peptide binding to NRP-1, primary screen, biochemical, fluorescence polarization, uHTS; Neuropilin-1 (Homo sapiens), O14786; hit rate 0.85% among 360,000; FAM-RPARPAR peptide binding to NRP-1; inhibition, % at 25 µM;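 active means inhibition or corrected inhibition above about 18%, plus a signal ratio from 0.5 to 1.5, limit read from the data, passing the limit was not always enough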; further: strong numbers were not always called active
# SUMO1-SIM PPI: modulators of SUMO1 protein-protein interactions, primary screen, biochemical, uHTS; Small ubiquitin-related modifier 1 (Homo sapiens), P63165; SUMO1 binding to a labelled peptide, TR-FRET, 1 h; inhibition, % at 20 µM; hit rate 0.33% among 360,000; AID 602429, 2012; in the data active means inhibition above about 37%
# Target sequence (P63165 whole entry, looked up): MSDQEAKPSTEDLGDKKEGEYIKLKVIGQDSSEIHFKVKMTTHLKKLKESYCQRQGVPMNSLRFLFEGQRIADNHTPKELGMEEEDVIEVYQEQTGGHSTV
# STEP block: STEP phosphatase inhibitors, primary screen, biochemical, fluorescence intensity, uHTS | recombinant STEP, OMFP fluorogenic substrate | hit rate 0.25% among 360,000 | inhibition, % at 20 µM;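 active means inhibition at 20 µM, scaled per plate between control wells, above about 37%, limit read from the data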;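 further: 0% = DMSO with enzyme and substrate and 100% = substrate only without enzyme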
# Target sequence (P54829 whole entry, looked up): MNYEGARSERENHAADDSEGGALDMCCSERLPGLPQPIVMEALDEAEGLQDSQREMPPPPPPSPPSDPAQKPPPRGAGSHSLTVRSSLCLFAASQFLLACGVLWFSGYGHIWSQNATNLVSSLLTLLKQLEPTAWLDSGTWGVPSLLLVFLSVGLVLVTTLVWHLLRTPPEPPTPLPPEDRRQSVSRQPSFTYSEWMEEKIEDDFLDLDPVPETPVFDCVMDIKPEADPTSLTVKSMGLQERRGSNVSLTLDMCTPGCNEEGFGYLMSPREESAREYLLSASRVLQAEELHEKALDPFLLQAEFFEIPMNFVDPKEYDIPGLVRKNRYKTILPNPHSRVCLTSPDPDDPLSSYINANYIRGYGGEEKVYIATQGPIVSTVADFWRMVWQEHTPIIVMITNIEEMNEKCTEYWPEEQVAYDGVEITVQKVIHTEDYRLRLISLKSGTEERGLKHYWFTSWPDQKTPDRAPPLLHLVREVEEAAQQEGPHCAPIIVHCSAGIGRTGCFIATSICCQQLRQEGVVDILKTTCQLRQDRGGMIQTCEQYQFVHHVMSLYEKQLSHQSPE
#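 Measure: Control-normalized % inhibition with plate pattern correction | Test system: STEP phosphatase, cell-free reaction | Medium: pH 6.0 Bis-Tris with DTT and Tween 20 | Technique: Fluorescence, 480/540 nm | Times: Reaction 20 min, ambient temperature | Doses: Single compound dose of 20 µM, 1% DMSO final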
# * marks the source's active call; other numbers are inactive results; x = no result given.
SMILES,bovine MsrA act,MsrA inhibitor,LMPTP inh,DNMT1 inh,eLon inh,Scp1 inh,TbMetRS inhib,NRP1-CendR mod,SUMO1-SIM PPI,STEP block
CC(=O)c1ccc(NC(=S)NNC(=O)NC2CCCCC2)cc1,-5,2.2,0.5,-1,9,-7,-0.3,-8,3,0
Cc1ccnc(NC(=O)c2cnc(Cl)c(Cl)c2)c1,-2,1.3,-1.4,0,-3,-8,-0.5,5,-3,0
CC(C(=O)Nc1ccccc1C(=O)O)n1c(C(F)(F)F)nc2ccccc21 (centres undefined),-3,0.7,-1.0,0,-5,-7,-0.2,21,-1,1
CCOc1ccc(S(=O)(=O)NCCC(=O)OCC(=O)c2ccc[nH]2)cc1,0,2.2,0.2,-4,0,-1,0.1,-5,5,1
Cc1ccc(S(=O)(=O)N2CCCCC2)cc1NC(=O)CN1CCCC1c1cccs1 (centres undefined),-2,-1.3,-1.2,-3,3,x,-0.3,-8,-2,-2
CC1(C)C(c2cccs2)=[N+]([O-])C2(CCCCC/C2=N\O)N1O (centres undefined),-6,0.7,-1.2,0,-1,0,-0.4,-4,-3,-3
COc1ccc(/C=N/n2c(=O)[nH]c3c([nH]c4ccc(F)cc43)c2=O)cc1CN1CCCCC1,-3,-0.8,1.7,2,3,-3,-0.4,4,-27,-2
CC(=O)Nc1ccc(OC(=O)C(CCS(C)(=O)=O)N2C(=O)c3ccccc3C2=O)cc1 (centres undefined),0,-1.0,0.1,0,2,-5,-0.1,7,2,-2
Cc1cc(O)c(C(C)C)cc1NC(=O)c1ccccc1Cl,-5,0.3,-1.1,0,-17,-7,-1.0,7,1,4
O=C(COC(=O)c1ccc2ccccc2c1)NCCCc1ccccc1,0,1.1,1.7,0,-6,-6,-0.4,-3,-4,4
COc1ccc(NC(=O)NNC(=O)c2ccccc2-n2cccc2)cc1OC,-1,0.4,0.4,2,-7,0,-0.6,7,-2,-2
Cc1cccc(NC(=O)CCc2ccccc2)c1C,-7,1.1,-2.8,-1,4,5,-1.4,7,-1,-4
C=C(C)C(=O)Nc1cccc(C2=NOC3(C2)C[C@@H](C(N)=O)N(C(=O)C(=C)C)C3)c1 (some centres undefined),2,0.2,-0.6,103*,-9,70*,-0.3,-25,63*,3
O=C(c1ccccc1Cl)N1CCC(O)(c2cccnc2)CC1,-3,-0.1,0.1,-3,-4,-1,-0.6,5,-3,-1
CCCN1C(=O)c2ccccc2NC1c1ccc(O)c(OCC)c1 (centres undefined),0,1.1,-2.2,-2,-15,-10,0.0,3,-4,3
Cc1cc(C)c(N=C2CCCN2Cc2ccccc2)c(C#N)c1,-4,0.8,-1.5,3,-7,-7,-1.2,-16,-1,1
CC(C)N(c1nnc(N)s1)C(C)C,-2,0.2,-1.9,1,3,-2,0.4,10,4,-1
O=C(N/N=C/c1ccc(O)cc1)c1cc(-c2ccc3c(c2)OCO3)n[nH]1,-6,2.0,-0.3,-2,-8,-2,0.0,-4,7,-4
CCOC(=O)CSc1nc2cc(OC)ccc2cc1C#N,-8,1.8,-1.4,24,7,-2,-0.5,1,-13,1
COc1cccc(Cn2c3ccc(NC(=O)CC(C)C(F)(F)F)cc3c(=O)n2C)c1 (centres undefined),-1,-1.4,-0.5,1,-10,x,0.4,-3,6,-2
COc1cc(NC(=O)CSc2nc(C)cc(C)n2)cc(OC)c1OC,1,-0.1,-0.2,-2,-6,4,-0.7,-7,-1,-3
CN(Cc1ccc(-n2cccn2)cc1)Cc1cn(C)nc1-c1ccccc1F,-1,-0.2,-1.4,-1,11,-7,-0.6,-8,1,1
COc1ccc(NC(=O)c2ccsc2NC(C)=O)cc1,2,0.3,1.2,-8,-6,-6,-0.4,-3,0,4
COC(=O)c1sc2nc3c(cc2c1N)COC(C)(C)C3,-3,0.3,-0.6,2,4,-2,0.0,-4,-32,0
O=C1CN(C(=O)c2ccccc2F)C(c2ccccc2)c2cc(F)ccc2N1 (centres undefined),-2,3.6,-0.3,2,18*,-7,-0.5,8,0,1
CCS(=O)(=O)N1CCC(C(=O)NCCN2CCOCC2)CC1,-3,-1.0,-2.0,10,-7,-10,-0.2,-1,-1,0
O=C(NCC(c1ccco1)N1CCN(c2ccccc2)CC1)c1ccco1 (centres undefined),-2,x,0.7,3,-8,-8,-0.6,0,4,-1
Cc1ccc(NCc2ccco2)cc1C,2,0.4,-3.1,-5,-8,-1,-0.6,2,1,2
COc1ccccc1NC(=O)C1CC(=O)N(c2ccc(F)cc2)C1 (centres undefined),-14,-0.9,0.5,4,-3,31,-2.2,9,-1,-4
COC(=O)C(C(=O)OC)C1C=CCN(C(C)=O)C1 (centres undefined),-1,-0.2,-2.0,6,-12,-2,-0.2,10,0,4
O=S(=O)(c1ccc(NCCCO)nc1)N1CCOCC1,-9,-1.4,-0.9,2,-1,-160,-0.3,0,1,-1
O=S(=O)(NCCc1ccncc1)c1ccc(S(=O)(=O)N2CCCCCC2)cc1,-1,-1.3,-0.7,-3,4,-2,0.5,-17,0,0
COc1ccccc1NC(=O)CSc1nnc(CSc2nc(C)cc(C)n2)o1,-3,0.3,0.4,3,2,-2,-0.5,-3,-2,2
O=C(COC(=O)CC1CCCC1)Nc1ccc(Br)cc1F,-8,2.5,0.6,6,8,-4,-0.3,-2,-1,0
COC(=O)[C@@]1(Cc2ccc(OC)cc2)[C@H]2c3cc(C(=O)N4CCCC4)n(Cc4ccc(C)c(F)c4F)c3C[C@H]2CN1C(=O)c1ccccc1,-2,0.7,9.8,x,8,x,-1.2,-6,8,x
O=C1C2CC=CCC2C(=O)N1c1ccc(NCCc2ccccc2)c([N+](=O)[O-])c1 (centres undefined),-3,0.6,3.9,-1,4,-15,0.4,2,-23,4
CCCCCOc1ccc(OC(=O)c2ccncc2)cc1,-4,1.4,2.5,-2,-3,-3,0.1,1,-4,2
CC(NCC(O)COc1ccccc1)C1COc2ccccc2O1 (centres undefined),1,-0.6,1.1,0,-7,-7,-1.1,3,-7,1
COC(=O)CCC(=O)NNC(=O)c1cccc(Cl)c1,-2,-0.2,-0.3,0,3,-3,-0.3,0,1,0
O=c1c(-c2ccc(Cl)cc2)cnc2n1CCS2,-4,2.9,-1.6,0,6,-7,-0.2,-1,-6,2

# Arranged by length of the SMILES (lowest first): part of the list above
SMILES,bovine MsrA act,MsrA inhibitor,LMPTP inh,DNMT1 inh,eLon inh,Scp1 inh,TbMetRS inhib,NRP1-CendR mod,SUMO1-SIM PPI,STEP block
CCCCCOc1ccc(OC(=O)c2ccncc2)cc1,-4,1.4,2.5,-2,-3,-3,0.1,1,-4,2
O=S(=O)(c1ccc(NCCCO)nc1)N1CCOCC1,-9,-1.4,-0.9,2,-1,-160,-0.3,0,1,-1
O=S(=O)(NCCc1ccncc1)c1ccc(S(=O)(=O)N2CCCCCC2)cc1,-1,-1.3,-0.7,-3,4,-2,0.5,-17,0,0

# Remaining list, next part.
SMILES,bovine MsrA act,MsrA inhibitor,LMPTP inh,DNMT1 inh,eLon inh,Scp1 inh,TbMetRS inhib,NRP1-CendR mod,SUMO1-SIM PPI,STEP block
Cc1ccc(NC(=O)c2ccc(OCc3c(C)noc3C)cc2)nc1,-4,-0.7,-0.1,8,1,-2,-0.5,6,5,-2
COc1cccc(N2CCN(Cc3ncc(-c4ccccc4)o3)CC2)c1,-2,-1.9,-0.2,-2,-2,-5,-0.1,3,-1,0
CN(Cc1nc2ccccc2n1C)c1ccccc1,-10,-0.6,-1.3,1,1,1,-1.2,8,8,0
Cc1ccc(NC(=O)CN(C)C(=O)COc2ccc(C(=O)c3ccc(F)cc3)cc2)cc1,-1,0.3,0.7,2,4,7,0.7,-5,-1,-3
CCOc1ccc(C(=O)NCCCN2CCCC2=O)cc1,-3,0.1,0.0,3,-2,-6,0.4,15,-5,-3
COc1ccc(C(=O)C2CCCN(C(=O)c3cc(C4CC4)[nH]n3)C2)c(C)c1 (centres undefined),-2,0.4,-1.6,0,-4,-6,-0.3,-4,0,1
O=C(O)CN1C(=O)CC(c2ccccc2)CC1=O,-1,-0.5,-2.4,-1,1,0,0.2,3,3,2
Oc1c(Br)cc(Br)cc1CNc1cnc2ccccc2c1,-7,1.6,4.2,-4,-9,-2,2.1,-16,10,-3
O=C(N/N=C/c1cccc(F)c1)c1c(O)c2c([nH]c1=O)CCCC2,-4,1.4,-3.4,37,0,0,-0.6,8,-2,3
CC(C)NC(=O)CCc1nc2cccnc2n1-c1ccccc1,-4,0.7,-0.5,1,-1,6,-0.2,9,-3,-1
O=C(NCc1ccco1)c1ccc2c(c1)OCCO2,-6,-1.6,-0.1,3,4,-2,-0.5,12,4,2
COc1ccc(-c2ccnc3cc(C(=O)O)nn23)cc1,2,3.2,-1.0,2,-9,-3,0.5,1,-13,-3
O=C(CSc1nnc(Cc2csc(Nc3cccc(Cl)c3)n2)o1)N1CCc2ccccc21,0,0.2,1.9,-3,4,26,-0.3,-13,15,0
CCOC(=O)c1c(CN2CCN(C)CC2)oc2ccc(O)cc12,0,1.4,-3.0,3,-1,3,-1.0,-10,22,-3
COc1cccc(CNc2ccc3[nH]c(=O)[nH]c3c2)c1OCc1ccc(F)cc1,-4,-0.5,-1.1,-10,-80,-5,-0.3,-1,6,-1
O=C(NCCc1ccccc1)c1cnc2ccccc2n1,-3,-0.5,0.4,1,-1,-3,-1.0,13,-28,-1
Cc1c(NC(=O)c2cc3nc(-c4ccccc4)cc(C)n3n2)c(=O)n(-c2ccccc2)n1C,-3,1.6,18,5,-6,26,0.5,-19,-8,13
COc1ccccc1CCNC(=O)c1ccc(Br)s1,-4,1.5,-0.6,0,-2,-8,0.0,6,-6,0
Cc1ccc(C)c(OCc2cc(C(=O)NC3CCN(Cc4ccccc4)CC3)no2)c1,-1,-0.4,1.0,-4,-8,1,-0.1,-5,-6,3
COc1ccccc1NC(=O)NCCN1C(=O)C2C3C=CC(C3)C2C1=O (centres undefined),-2,0.1,-1.3,0,-4,-1,-0.6,0,2,0
